MCL1-BIM inh: inhibitors of MCL1 binding to BIM-BH3, primary screen, biochemical, fluorescence polarization. Induced myeloid leukemia cell differentiation protein Mcl-1 (Homo sapiens), Q07820. GST-MCL1 / FITC-Bim-BH3 fluorescence polarization. inhibition, % at 10.9 µM. 320,000 tested, 0.68% active;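 active = inhibition above the mean inhibition of all tested compounds plus 3 SD, set per campaign, cut at about 40% in these data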;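 also: 0% = DMSO wells and 100% = unlabeled Bim-BH3 peptide control; higher means more loss of mP so more displacement of Bim peptide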
MEX-5 binding: MEX-5 zinc finger RNA-binding disruptors – biochemical, C. elegans, fluorescence polarization, MLPCN library, primary screen | Zinc finger protein mex-5 (Caenorhabditis elegans), Q9XUB2 | MEX-5/FITC-TCR2 RNA binding; hits give low values | activity score (negative = inhibition of binding), % at 10 µM | 300,000 tested, 0.38% active;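 active = inhibition past about -25% in most replicates, and total fluorescence under double the plate's negative control median, limit read from the data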;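 also: 0% = DMSO and -100% = 5 µM competing unlabeled TCR2 RNA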
Target sequence (Q9XUB2 whole entry, looked up): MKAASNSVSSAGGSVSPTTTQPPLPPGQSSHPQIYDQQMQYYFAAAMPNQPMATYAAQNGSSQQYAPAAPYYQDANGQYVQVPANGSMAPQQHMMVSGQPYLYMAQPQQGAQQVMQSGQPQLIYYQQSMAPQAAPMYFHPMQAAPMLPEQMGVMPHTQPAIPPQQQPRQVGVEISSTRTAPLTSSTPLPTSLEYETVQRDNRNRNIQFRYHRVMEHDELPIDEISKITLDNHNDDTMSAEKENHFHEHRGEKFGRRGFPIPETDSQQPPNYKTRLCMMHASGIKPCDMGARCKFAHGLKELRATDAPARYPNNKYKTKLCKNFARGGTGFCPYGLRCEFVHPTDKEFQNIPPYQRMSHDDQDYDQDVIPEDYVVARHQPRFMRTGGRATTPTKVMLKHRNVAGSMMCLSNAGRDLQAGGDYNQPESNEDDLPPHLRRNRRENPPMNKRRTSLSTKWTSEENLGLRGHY
TPT1 inhibitor: Candida albicans TPT1 enzyme inhibitors, primary screen, biochemical, fluorescence polarization. 300,000 tested, 0.81% active. inhibition, % at 5 µM. AID 1962, 2009. recombinant caTPT1, FP RNA substrate dephosphorylation. tRNA 2'-phosphotransferase TPT1 (Candida albicans SC5314);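 active = inhibition above the mean of all tested compounds plus 3 SD, set per screening campaign, cut at about 24% in these data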;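 also: plate controls were DMSO alone for no effect and ferristatin control at 100 nM for full effect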
GSTO1 inh: inhibitors of recombinant GSTO1, primary screen, counter-screen for RBBP9 inhibitor project, biochemical, fluorescence polarization | activity-based probe fluorescence polarization | inhibition, % at 5.96 µM | 300,000 tested, 1.1% active | AID 1974, 2009;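 active = inhibition above the campaign mean inhibition plus 3 SD, cut at about 35% in these data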;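 also: 0% = GSTO1-1 with DMSO and 100% = wells lacking GSTO1-1 enzyme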
Target sequence (P78417 whole entry, looked up): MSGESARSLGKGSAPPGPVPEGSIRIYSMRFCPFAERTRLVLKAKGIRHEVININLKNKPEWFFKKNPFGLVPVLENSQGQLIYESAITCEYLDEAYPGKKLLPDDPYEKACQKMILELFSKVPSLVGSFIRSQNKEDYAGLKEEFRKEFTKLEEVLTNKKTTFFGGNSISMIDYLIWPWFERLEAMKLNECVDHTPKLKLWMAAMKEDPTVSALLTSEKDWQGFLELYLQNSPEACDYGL
PME-1 primary: PME-1 inhibitors via competitive probe labeling, primary screen, biochemical, fluorescence polarization, FP-Rh probe, HTS | Protein phosphatase methylesterase 1 (Homo sapiens), Q9Y570 | recombinant PME-1 | inhibition, % at 5.9 µM | 320,000 tested, 0.53% active;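 active = inhibition above the campaign mean of all compounds plus 3 SD, cut at about 26% in these data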;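 also: competitive labeling of PME-1 active site by serine hydrolase directed probe; 0% = PME-1 with DMSO and 100% = wells lacking PME-1 enzyme; inhibitors block probe labeling so polarization falls and inhibition rises; many of its hits are not listed in these tables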
PAD4 FP inh: human PAD4 inhibitors, primary screen, biochemical, fluorescence polarization, 1536-well format; recombinant PAD4, RCA probe fluorescence polarization; inhibition, % at 6.36 µM; 330,000 tested, 0.41% active; AID 485272, 2010;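 active = percent inhibition above a cutoff equal to the mean of all tested compounds plus 3 SD, cut at about 15% in these data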;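 also: 0% = PAD4 with RCA probe and DMSO and 100% = probe without PAD4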
BCLXL inh: inhibitors of human Bcl-xL, primary screen, biochemical, fluorescence polarization, HTS | Bcl-2-like protein 1 (Homo sapiens), Q07817 | GST-Bcl-xL / FITC-Bim BH3 peptide fluorescence polarization | inhibition, % at 10.9 µM | 320,000 tested, 0.7% active | AID 2129, 2009;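 active = inhibition above the mean of all tested compounds plus 3 SD, cutoff set per campaign, cut at about 30% in these data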;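 also: 0% = DMSO wells and 100% = unlabeled Bim-BH3 peptide competitor; inhibitors lower millipolarization by displacing the labeled peptide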
Target sequence (Q07817 whole entry, looked up): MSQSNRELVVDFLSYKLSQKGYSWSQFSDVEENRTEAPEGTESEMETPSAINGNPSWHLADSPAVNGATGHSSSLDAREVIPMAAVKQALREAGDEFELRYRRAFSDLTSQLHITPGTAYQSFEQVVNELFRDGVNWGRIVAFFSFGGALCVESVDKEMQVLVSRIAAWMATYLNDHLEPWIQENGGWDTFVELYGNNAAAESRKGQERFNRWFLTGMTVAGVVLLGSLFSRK
GLD-1 TGE inh: GLD-1/TGE RNA complex disruptors, primary screen, biochemical, fluorescence polarization; AID 2280, 2010; 320,000 tested, 0.44% active; inhibition, % at 5.96 µM; purified GLD-1 + fluorescein TGE RNA; Female germline-specific tumor suppressor gld-1 (Caenorhabditis elegans), Q17339;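 active = percent inhibition above a per-plate cutoff, the plate mean of test compounds plus 3 SD, cut at about 30% in these data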;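 also: 0% = DMSO wells with GLD-1 and probe and 100% = wells lacking GLD-1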
Fam108B counter: mouse Fam108B serine hydrolase inhibitors, primary screen, counter-screen for RBBP9 inhibitor project, biochemical, fluorescence polarization; recombinant Fam108B, FP-Rh probe fluorescence polarization; inhibition, % at 9.51 µM; 300,000 tested, 0.33% active; AID 1947, 2009;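 active = inhibition above the screen mean inhibition plus 3 SD, computed separately per campaign, cut at about 18% in these data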;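 also: inhibitors lower polarization as less probe binds the enzyme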
Active calls of the source: *; / = no result given.

SMILES | MCL1-BIM inh | MEX-5 binding | TPT1 inhibitor | GSTO1 inh | PME-1 primary | PAD4 FP inh | BCLXL inh | GLD-1 TGE inh | Fam108B counter
CCN(CC)S(=O)(=O)c1ccc(/C=C/C(=O)OCC(=O)N(C(C)C)C(C)C)cc1 | 5 | -1.5 | -2 | -2 | 2 | -3 | 8 | -6 | 2
Cc1cccc(NC(=O)CCn2c(=O)oc3ccccc32)c1 | -1 | -0.1 | -1 | -2 | 3 | -6 | -3 | 0 | 0
CC1CCN(C(=O)C2Cc3ccccc3CN2S(=O)(=O)c2ccc(F)cc2)CC1 (stereo not drawn) | 2 | 2.9 | -4 | -7 | 6 | 3 | 9 | 2 | -1
O=C(c1ccco1)N1CCN(CCCCOc2cccc3ccccc23)CC1 | 4 | -0.8 | -4 | 0 | -4 | 0 | 5 | 1 | 5
CCCCNCCCCOc1ccccc1 | 5 | -0.9 | 0 | -2 | 1 | -5 | 0 | -1 | -2
Cc1ccc(-n2nc(C(=O)O)c(O)cc2=O)cc1 | 0 | 2.1 | 0 | 5 | 6 | -2 | 4 | -3 | -1
CCCCNS(=O)(=O)c1ccc2nc(-c3cccnc3)cc(C(=O)NC(C)C)c2c1 | 1 | -3.1 | 1 | 1 | 5 | 2 | 2 | 2 | 2
CCCc1nc(NC(=O)c2ccccc2)nc(NC(=O)c2ccccc2)n1 | -1 | -0.1 | -5 | 0 | -3 | 2 | 2 | 4 | -4
COc1c(F)c(F)c(C(=O)O)c(Nc2ccc(C)cc2C)c1F | -1 | -2.0 | 1 | 4 | -1 | 0 | 2 | 1 | 1
S=c1[nH]cnc2scc(-c3ccc(Br)cc3)c12 | 12 | -4.1 | -1 | -4 | 6 | 1 | 11 | 5 | 3
CC(Sc1cccc[n+]1[O-])C(=O)Nc1ccc(Oc2ccccc2)cc1 (stereo not drawn) | 1 | -1.1 | -1 | 3 | 0 | 0 | -4 | -3 | 1
Cc1nnc(NC(=O)c2ccc(S(=O)(=O)N(C)c3ccccc3)cc2)s1 | 3 | / | / | / | 0 | 4 | 1 | -1 | /
COc1cccc(/C=N/c2sc(Cc3ccccc3)c(C)c2C(N)=O)c1O | -1 | 2.4 | 12 | -6 | 3 | -4 | -3 | -7 | 7
COc1ccccc1CNC(=O)COC(=O)c1ccc(C)c(S(=O)(=O)N2CCCCC2)c1 | -8 | -2.8 | 1 | 4 | 16 | -4 | -1 | -1 | 2
COC(=O)c1cnc2c(c(C)nn2C)c1OC | -7 | 2.8 | 1 | 3 | 3 | 2 | -2 | 3 | -2
O=C(CCCN1C(=O)c2cccc3cccc(c23)C1=O)NCc1ccco1 | 4 | 2.7 | 6 | 1 | 8 | -3 | 5 | 5 | 1
COc1ccc(C2NC3=C(CCC3)C3(C#N)C(OC)(OC)N=C(N)C23C#N)cc1 (stereo not drawn) | 32 | -18 | -14 | 12 | 2 | -1 | 31* | 20 | -2
C=CCn1c(C)cc(C(=O)COC(=O)c2ccc3c(c2)NC(=O)CS3)c1C | 24 | -5.3 | 0 | -6 | -9 | -2 | 10 | 3 | 0
Cc1cc(C)nc(NS(=O)(=O)c2ccc(NC(=O)c3ccc(S(=O)(=O)N4CCOCC4)cc3)cc2)n1 | 0 | 1.5 | 1 | 5 | -4 | -2 | 4 | 3 | 0
CSc1nnc(C)c(=O)n1COC(=O)c1ccc(S(=O)(=O)N(C)C)cc1 | 0 | -1.6 | 2 | 2 | -3 | -2 | 1 | 0 | 4
Cn1cccc1/C=N/NC(=O)c1sc2ccccc2c1Cl | 7 | -0.1 | 3 | -2 | -3 | -1 | 6 | -2 | 4
COCCOC(=O)c1c(C)n(C)c2ccc(OC(=O)N3CCOCC3)cc12 | -2 | 1.9 | 1 | 0 | -8 | 0 | 4 | 3 | 3
Cc1ccc(C(O)CN2C3=NCCCN3c3ccccc32)cc1 (stereo not drawn) | -3 | -1.2 | 2 | 9 | -5 | -1 | 2 | 3 | 0
CCNC(=O)CSC1=N/C(=C\c2ccc(O)c(OCC)c2)C(=O)N1c1ccc(OC(F)F)cc1 | -35 | 2.3 | 90* | 0 | -6 | -2 | -18 | -169 | -5
CCc1ccccc1S(=O)(=O)Cc1ccc(C(=O)NCC2CCCO2)o1 (stereo not drawn) | 4 | -0.4 | -2 | -1 | -4 | -1 | 1 | 3 | 0
COc1ccc(NS(=O)(=O)c2ccc(S(=O)(=O)N3CCCC3)cc2)cc1 | 5 | 1.4 | -2 | 7 | -4 | -1 | 3 | -2 | -3
CC(=O)Nc1cc2c(cc1NC(=O)c1cnccn1)OCCO2 | -1 | 0.3 | 3 | -1 | -7 | -5 | -3 | 2 | -1
Cc1ccc2cc(COC(=O)c3ccncc3)c(=O)[nH]c2c1 | -23 | -2.7 | -3 | 3 | -3 | 1 | 0 | 0 | -4
Cc1nc(SCC(=O)Nc2nc3ccccc3s2)c(C#N)c(C)c1C | -9 | 0.2 | 0 | 5 | 13 | -1 | -1 | 1 | -13
COC(=O)C1=C(C)N(Cc2cccnc2)C(=O)/C1=C\c1sccc1C | 1 | -1.4 | -3 | 6 | 8 | 2 | 8 | -3 | 3
COc1ccc(C(=O)/C=C\N2CCOCC2)cc1 | -4 | -0.6 | 0 | -5 | 2 | -5 | -2 | -1 | -7
Cc1ccc(NC(=O)CCc2c(C)nn(-c3ccc(N4CCCCC4)nn3)c2C)cc1F | 12 | 0.2 | -2 | -2 | 5 | -13 | 7 | 3 | -3
O=C(Nc1ccc(-c2ccccc2)cc1)c1ccco1 | -22 | 0.2 | 0 | 11 | -2 | 2 | -10 | 2 | 0
COC(=O)CCC(=O)Nc1nnc(C(F)(F)F)s1 | -3 | 0.4 | -3 | -8 | -4 | -1 | 5 | -3 | 2
O=C(CSc1nnc(-c2ccco2)o1)c1ccccc1 | 4 | -1.5 | 1 | 18 | 7 | -4 | 0 | -1 | -2
CC12CC3CC(C)(C1)CC(C(=O)NCc1ccncc1)(C3)C2 | 9 | -0.5 | 1 | -3 | -4 | -3 | 3 | 4 | 1
Cn1nc(C(=O)OCc2ccc(Br)cc2F)c2ccccc2c1=O | -1 | 1.2 | -1 | 3 | -5 | -1 | 3 | 0 | 2
COc1ccc(NC(=O)c2ccccc2N(Cc2ccccc2)S(C)(=O)=O)c(OC)c1 | 6 | 1.1 | -2 | 1 | -1 | -4 | 2 | 3 | -4
Cc1nc2cc(NCc3cc([N+](=O)[O-])ccc3O)ccc2n1Cc1ccccc1 | 3 | -2.1 | 1 | 1 | 6 | -4 | 5 | 8 | 3
c1ccc(Cc2cc(-c3ccccc3)on2)cc1 | -1 | -3.1 | 1 | 2 | 0 | 4 | 4 | 3 | -1
Cc1c(Br)c([N+](=O)[O-])nn1CC(=O)NCc1ccco1 | 3 | 1.4 | -1 | 1 | 0 | 0 | 5 | -5 | 5
CC(C)CCNC(=O)Cn1c(=O)oc2cc(S(=O)(=O)N3CCc4ccccc43)ccc21 | 6 | -4.1 | -1 | -5 | -1 | -2 | -2 | -1 | -1
CCOC(CCn1c(SCC(=O)NC2CCCC2)nc2ccccc2c1=O)OCC | 4 | -6.8 | -2 | 1 | -2 | -4 | -1 | 6 | -7
CC(C)N1CCCC(CNC(=O)CCc2nnc(CCCCc3ccccc3)o2)C1 (stereo not drawn) | 5 | 1.5 | 3 | 4 | 3 | 0 | 4 | 6 | 4
O=C(NCCCCc1ccccc1)C1CC(c2ccc([N+](=O)[O-])cc2)=NO1 (stereo not drawn) | 13 | 2.8 | -2 | 4 | 7 | -5 | 4 | 0 | 1
COc1ccc(NC(=O)CSc2nc3c(c(=O)n2C)SCC3)cc1OC | 3 | -1.3 | 0 | 1 | 3 | -2 | 8 | 2 | 0
C/C(=N\NC(=O)CNc1cccc2ccccc12)c1ccc(Br)s1 | 2 | 0.8 | 0 | 0 | 4 | -8 | 2 | -7 | 0
Cc1cccc2nc(-c3cccc(NC(=O)c4ccc(Cl)cc4)c3)cn12 | 11 | 0.1 | -5 | 3 | -36 | -19 | 5 | 1 | -22
O=C(NCCCN1CCOCC1)c1ccc(CS(=O)(=O)c2c(Cl)cccc2Cl)o1 | 2 | 0.4 | 0 | 1 | -7 | -3 | 2 | -1 | 0
Cc1ccc(OCC(=O)Nc2ccc3c4c(cccc24)CC3)c(C)c1 | -5 | 0.1 | -3 | 1 | -3 | 1 | 2 | 0 | 0
CSc1ccccc1NC(=O)COc1ccc(Cl)cc1C | 10 | 1.2 | 0 | 7 | -14 | -2 | 2 | -2 | 1
CC(=O)c1c(C)[nH]c2ccccc2c1=O | 7 | 0.5 | -4 | -4 | 5 | -2 | 6 | -5 | -3
O=C(NCc1ccc(Cl)c(Cl)c1)c1cccnc1 | -6 | 1.5 | -1 | -2 | 0 | 6 | -5 | 1 | 1
CCCCCCCCCCC[N+](C)(C)CC/C=C1/c2ccccc2Sc2ccc(Cl)cc21 | 14 | 12 | 0 | 7 | 6 | -1 | 9 | -34 | 9
Cc1cc(C)n(-c2nc(N(C)C)nc(N(C)C)n2)n1 | 3 | 2.6 | -2 | -5 | 6 | 1 | 0 | 6 | 0
CC(C)(C)OC(=O)N/N=C/c1cccc([N+](=O)[O-])c1 | -3 | 0.1 | 1 | -9 | -1 | -3 | 4 | -4 | -3
CCOC(=O)c1c(NC(=O)CSc2nnc3c(n2)[nH]c2ccc(F)cc23)sc(C(C)=O)c1C | 6 | / | 2 | -1 | 12 | -2 | 8 | 4 | -4
Cn1c(CN2CCOCC2)nc2cc(NC(=O)COc3ccccc3)ccc21 | -4 | / | 1 | 0 | -8 | -6 | -1 | 10 | 0
CC(=O)n1cc([C@@H]2C=C(C(=O)N3CCOCC3)O[C@H](OCCCCO)C2)c2ccccc21 | 0 | 2.6 | 3 | 0 | 1 | -2 | 5 | 2 | -4
O=C(O)CCC(=O)Nc1ccc(F)cc1 | -3 | 1.3 | -3 | 4 | -12 | -3 | -1 | 8 | -8
(list continues)
SMILES | MCL1-BIM inh | MEX-5 binding | TPT1 inhibitor | GSTO1 inh | PME-1 primary | PAD4 FP inh | BCLXL inh | GLD-1 TGE inh | Fam108B counter
Cc1ccccc1N(CC(=O)NCCc1ccccc1)C(=O)CCC(=O)Nc1ccccn1 | 5 | 0.5 | 1 | 3 | 0 | -5 | 5 | 1 | 1
Cc1ccc(NC(=O)CN2C(=O)NC(Cc3c[nH]c4ccccc34)C2=O)cc1S(=O)(=O)N1CCCCC1 (stereo not drawn) | 3 | 1.9 | -5 | 2 | 6 | 4 | 0 | -1 | 8
Cc1ccc2nc(CSc3nnc(-c4ccco4)n3-c3ccccc3)cc(=O)n2c1 | 7 | -2.2 | 0 | 1 | 9 | -6 | 4 | -2 | -1
COc1cc2[nH]c(=S)n(Cc3ccc(C)cc3)c(=O)c2cc1OC | 1 | / | -4 | 2 | 5 | 2 | 3 | 2 | -1

High-throughput results as filed in PubChem BioAssay.

An excerpt; rates above refer to the full screens.
